CHO-K1 Ca PAM – nonselective activator or artifact in parental CHO-K1 calcium assay; ATP EC20, Fluo-8 calcium fluorescence; 0% at ATP EC20, 100% at ATP max; activation, % at 3 µM; 360,000 tested, 0.02% active; AID 602247;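 active = activation above the run cutoff, the mean activation of all test compounds plus 3 SD, cut at about 40% in these data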;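 also: peak over basal fluorescence ratio in a 140 s read after ATP addition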
OXTR potentiator – human OXTR potentiation; P30559; CHO-OTR cells, Fluo-8 calcium fluorescence, potentiator mode; 0% = oxytocin EC15, 100% = EC100; activation, % at 3 µM; 320,000 tested, 0.061% active;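 active = activation above that plate's cutoff, the mean activation of tested compounds plus 3 SD, cut at about 6.6% in these data, passing the limit was not always enough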;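 also: 100% uses oxytocin at 75 nM as the full agonist control; some results filed as inactive read as strong as hits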
Target sequence (P30559 whole entry, looked up): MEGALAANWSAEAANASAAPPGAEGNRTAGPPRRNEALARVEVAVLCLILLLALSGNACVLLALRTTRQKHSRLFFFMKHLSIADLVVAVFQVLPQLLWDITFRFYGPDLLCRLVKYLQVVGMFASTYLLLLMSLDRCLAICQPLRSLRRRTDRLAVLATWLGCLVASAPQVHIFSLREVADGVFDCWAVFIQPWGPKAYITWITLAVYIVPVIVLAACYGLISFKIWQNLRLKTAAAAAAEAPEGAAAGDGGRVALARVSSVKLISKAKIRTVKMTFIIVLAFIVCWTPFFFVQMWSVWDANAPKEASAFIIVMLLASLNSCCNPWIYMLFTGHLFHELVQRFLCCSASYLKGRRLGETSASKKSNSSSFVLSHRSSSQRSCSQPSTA
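System: human OTR in CHO cells; Also added: sub-maximal oxytocin, roughly EC15; Timing: compound 6 min at room temperature before oxytocin, 100 s read; Technique: Fluo-8 intracellular calcium fluorescence, ex 470-495, em 515-575 nm; Controls: oxytocin EC15 low and EC100 high; Replication: singlicate.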
CHRM1 agonist – activates human CHRM1 receptor | activation, % at 3 µM | AID 588814 | CHO-K1 hM1, Fluo-8 calcium fluorescence, agonist mode; 0% DMSO, 100% acetylcholine EC100 | 360,000 tested, 0.33% active;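 active = activation above the run's mean compound activation plus 3 SD, cut at about 16% in these data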;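 also: peak over basal fluorescence ratio within a 140 s kinetic read after compound addition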
Target sequence (P11229 whole entry, looked up): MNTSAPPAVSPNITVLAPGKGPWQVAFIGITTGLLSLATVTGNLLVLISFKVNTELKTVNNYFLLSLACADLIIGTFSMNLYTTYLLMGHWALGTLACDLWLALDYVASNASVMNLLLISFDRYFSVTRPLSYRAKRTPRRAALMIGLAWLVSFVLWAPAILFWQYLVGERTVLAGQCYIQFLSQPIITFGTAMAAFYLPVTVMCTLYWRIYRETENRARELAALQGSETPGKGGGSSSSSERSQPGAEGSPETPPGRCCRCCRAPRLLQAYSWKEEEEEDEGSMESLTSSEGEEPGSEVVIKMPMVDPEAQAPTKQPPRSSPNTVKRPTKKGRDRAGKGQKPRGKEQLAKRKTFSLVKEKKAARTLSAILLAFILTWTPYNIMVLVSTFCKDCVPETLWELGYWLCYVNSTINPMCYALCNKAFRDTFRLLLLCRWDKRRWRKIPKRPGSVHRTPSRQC
CHRM1 antagonist – human CHRM1 antagonism | P11229 | CHO-K1 hM1, Fluo-8 calcium fluorescence, ACh EC80 antagonist | inhibition, % at 3 µM | 360,000 tested, 1.3% active | AID 588852;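 active = percent inhibition above its own plate's cutoff, namely the mean of that plate's compound wells plus 3 SD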;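 also: peak over basal fluorescence ratio during 140 s after agonist addition; 0% = ACh EC80 plus DMSO and 100% = DMSO alone without agonist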
CHO-K1 Ca antag – nonselective inhibitor or artifact in parental CHO-K1 cells; AID 602250; ATP-induced calcium, Fluo-8 fluorescence; inhibition, % at 3 µM; 360,000 tested, 0.6% active;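 active = inhibition above a per-plate cutoff, the plate's mean sample inhibition plus 3 SD, cut at about 24% in these data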;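 also: 0% = DMSO plus EC80 ATP and 100% = DMSO alone without ATP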
M1 ag parental – M1 agonist counterscreen hit in parental CHO-K1 cells; Fluo-8 calcium fluorescence; scaled to maximal ATP response, vehicle zero; AID 602248; 360,000 tested, 0.48% active; activation, % at 3 µM; in the data active = activation above about 15%;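 also: untransfected CHO-K1 host cells lacking M1 receptor as counterscreen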
TAAR1 agonist – human TAAR1 agonism | CHO RD-HGA16 TAAR1, Fluo-8 calcium fluorescence; vehicle wells 0%, saturating PEA agonist 100% | activation, % at 3 µM | 360,000 tested, 0.99% active | AID 624467;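 active = activation above the mean activation of all test compounds in the run plus 3 SD, cut at about 38% in these data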
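System: CHO-derived RD-HGA16 cells with stable Gα16 and human TAAR1 / Times: 17-24 h plating, Fluo-8 75 min 37 °C, 30 min RT / Technique: calcium-sensitive Fluo-8 signal, excitation 470-495, emission 515-575 nm / Measure: % activation relative to PEA EC100 response / Benchmarks: DMSO and PEA EC100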
CHO parental Ca – counter-screen: ATP calcium response change in parental CHO cells; parental CHO-K1, ATP-induced calcium, Fluo-8 fluorescence; inhibition, % at 5.6 µM; 330,000 tested, 0.63% active; AID 463079;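 active = inhibition above that plate's mean sample inhibition plus 3 SD, cut at about 26% in these data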;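 also: 0% = ATP-challenged DMSO wells and 100% = DMSO wells without ATP; some compounds past the cut are filed as inactive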
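Material: parental CHO cells / Compound: single nominal dose of 5.6 µM per compound / Signal: Fluo-8 fluorescence / Replicates: singlicate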
TAAR1 antagonist – antagonists of human TAAR1; Q96RJ0; CHO RD-HGA16 TAAR1, Fluo-8 calcium fluorescence, antagonist; inhibition, % at 3 µM; 360,000 tested, 1.5% active;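 active = inhibition above a per-plate cutoff, the mean inhibition of test compounds on that plate plus 3 SD, cut at about 49% in these data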;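 also: 0% = DMSO plus EC80 beta-PEA response and 100% = DMSO alone without agonist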
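Test system: hTAAR1-expressing CHO RD-HGA16 cells, Gα16-coupled; Probe or stimulus: EC80 β-phenethylamine stimulus; Compound dosing: single nominal final test compound concentration of 3 µM; Timing: 140 s kinetic read after compound, 140 s after agonist; Signal: Fluo-8 calcium-sensitive fluorescence; Measure: % inhibition of agonist calcium response; Controls: DMSO and EC80 PEA controls.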
* marks the source's active call; other numbers are inactive results; x = no result given.

Codes – A = CHO-K1 Ca PAM; B = OXTR potentiator; C = CHRM1 agonist; D = CHRM1 antagonist; E = CHO-K1 Ca antag; F = M1 ag parental; G = TAAR1 agonist; H = CHO parental Ca; I = TAAR1 antagonist
> O=C(Nc1ccc(Cl)cc1)OCc1cn(-c2ccccc2)nn1
  A: 17; B: -14; C: -7; D: -3; E: 1; F: 9.9; G: 6; H: -1; I: 21

> CCOC(=O)c1c(C)n2c3c(cc(C)cc13)CCC2
  A: 10; B: -8; C: -9; D: -4; E: -2; F: -0.1; G: 0; H: -18; I: -14

> O=C(N/N=C/c1ccsc1)c1ccccn1
  A: -18; B: -4; C: -1; D: 12; E: 13; F: 0.0; G: 1; H: 2; I: -6

> Cc1ccc(NC(=O)COC(=O)CCc2ccccc2)c(Cl)c1
  A: 8; B: 0; C: -6; D: -7; E: -9; F: 0.1; G: -3; H: -6; I: -9

> COc1ccc(CN2CCN(C(=O)c3cc(OC)c(OC)c(OC)c3)CC2)cc1OC
  A: 6; B: -2; C: -4; D: -5; E: -15; F: -0.2; G: x; H: -10; I: x

> Cc1onc(-c2ccccc2Cl)c1C(=O)Nc1cccc(S(=O)(=O)N2CCOCC2)c1
  A: -4; B: -7; C: -1; D: 4; E: 0; F: 1.2; G: 2; H: -11; I: 11

> CC(C(=O)N1CCc2ccccc21)N(C)CC(=O)Nc1ccc(F)cc1 (stereo not drawn)
  A: 24; B: -1; C: 4; D: -9; E: -12; F: 1.8; G: 2; H: -37; I: -11

> COc1cc(C(=O)Nc2nc(OC)c(-c3ccccc3)c(OC)n2)cc(OC)c1OC
  A: 12; B: -4; C: -2; D: 30; E: 3; F: 4.0; G: 15; H: -2; I: 44

> CCCN(CC(=O)Nc1ccc(C)cc1Br)CC(=O)Nc1ccc(F)c(F)c1F
  A: 11; B: -11; C: -7; D: 8; E: -5; F: 0.0; G: 5; H: -24; I: 8

> O=C(NCC(=O)N1CC=C(c2ccccc2)CC1)c1ccc(OC(F)F)cc1
  A: -22; B: -7; C: -3; D: 12; E: 7; F: 2.6; G: 0; H: 12; I: -15

> Fc1ccc(-c2csc3[n+]2CCS3)cc1
  A: 16; B: -11; C: -3; D: -6; E: -6; F: 1.0; G: 4; H: -33; I: -17

> CCOc1ccc(NC(=O)COC(=O)c2cc([N+](=O)[O-])ccc2N2CCOCC2)cc1
  A: 9; B: -8; C: -3; D: -15; E: 3; F: 0.8; G: 1; H: -18; I: -12

> C/C(=N\NC(=O)c1cccc(S(=O)(=O)N2CCCC2)c1)c1ccc(C)cc1
  A: 10; B: -3; C: -6; D: 0; E: -7; F: 1.0; G: 0; H: -10; I: -33

> Cn1c(=O)c2c(-c3ccccc3)n(-c3cc([N+](=O)[O-])ccc3N)cc2n(C)c1=O
  A: 15; B: x; C: -3; D: -23; E: -14; F: 1.5; G: 5; H: x; I: -3

> Cc1ccc2nc(C3CCCCC3)c(Cc3ccccc3)n2c1
  A: 8; B: x; C: 0; D: 7; E: -18; F: 7.4; G: 15; H: x; I: -18

> O=C(NCc1ccccc1Cl)C1CCN(S(=O)(=O)N2CCCC2)CC1
  A: 18; B: -4; C: -3; D: -3; E: -19; F: 1.8; G: 1; H: -7; I: 4

> Cc1ccccc1-n1cc[nH]c1=S
  A: -6; B: -9; C: -4; D: 0; E: 7; F: 0.2; G: 4; H: 3; I: -28

> Cc1ccnc(NC(=O)CN2C(=O)c3ccccc3S2(=O)=O)c1
  A: -11; B: -8; C: 1; D: -3; E: 5; F: 0.9; G: 2; H: 5; I: -6

> CN(CCC#N)C(=O)COC(=O)c1ccccc1C(=O)c1ccc(Cl)c([N+](=O)[O-])c1
  A: 12; B: -8; C: -10; D: 0; E: 2; F: 3.2; G: 0; H: 1; I: 12

> Cc1nc(CNS(=O)(=O)c2ccccc2F)cs1
  A: 5; B: 2; C: -4; D: -5; E: -2; F: 1.0; G: 0; H: -9; I: -7

> O=C(NCc1ccco1)c1c(F)cccc1Cl
  A: 16; B: -4; C: -7; D: -7; E: 3; F: 0.1; G: 0; H: 9; I: 10

> Cc1ccc2[nH]c(=O)c(CN(Cc3cccs3)Cc3nnnn3Cc3ccccc3)cc2c1
  A: 1; B: -11; C: -1; D: 3; E: -22; F: 1.0; G: 3; H: -16; I: 35

> Cc1ccc(CNC(=O)CSc2c3c(nc4ccc(Cl)cc24)CCCC3)o1
  A: 14; B: -13; C: -5; D: 3; E: -7; F: 0.9; G: 1; H: -30; I: -2

> C[N+]1(C)CCC(=C2c3ccccc3CC(=O)c3sccc32)CC1
  A: -8; B: -2; C: -6; D: 95*; E: 16; F: -0.1; G: 13; H: 13; I: -6

> O=C(CN1CCN(c2ccccc2F)CC1)NCc1ccccc1
  A: 17; B: -5; C: -4; D: -7; E: -11; F: 0.2; G: 1; H: -14; I: -2

> COc1ccc(OCC(=O)Nc2cccc(NC(=O)c3ccco3)c2)cc1
  A: 19; B: -16; C: -4; D: 7; E: 0; F: 2.7; G: 6; H: -13; I: 5

> O=C(COC(=O)CCc1c[nH]c(=O)[nH]1)Nc1ccccc1Cl
  A: 4; B: 4; C: -3; D: -8; E: -2; F: 0.8; G: 6; H: 0; I: -1

> O=C1CC(/C=C/c2ccccn2)=Nc2ccccc2N1
  A: 3; B: -16; C: -2; D: 8; E: -7; F: 0.8; G: 1; H: 2; I: 23

> COC(=O)c1ccccc1CSc1nsc(C)c1C#N
  A: 3; B: -9; C: 0; D: -8; E: -7; F: -0.1; G: 0; H: 10; I: -22

> Cc1cc(N2CCCCC2)n2ncc(-c3ccc(Cl)cc3)c2n1
  A: 21; B: -1; C: 0; D: -14; E: -18; F: 0.5; G: -1; H: -9; I: 20

> CCc1ccc(NC(=O)C(=O)NNC(=O)c2ccc(OC)cc2)cc1
  A: 10; B: -3; C: -3; D: 3; E: 8; F: 0.5; G: -2; H: -5; I: -4

> CC1CCN(C(=O)COc2ccccc2F)CC1
  A: 16; B: 3; C: -3; D: -15; E: -2; F: 0.4; G: 3; H: 11; I: -28

> O=C(COc1ccc(Cl)cc1Cl)Nc1nnc(C2=COCCO2)o1
  A: 8; B: -14; C: -5; D: -7; E: -12; F: 0.6; G: -1; H: 1; I: -26

> C[C@H](NC(=O)c1nc[nH]c1C(=O)N[C@@H](Cc1ccccc1)C(=O)OC(C)(C)C)c1ccccc1
  A: 9; B: -14; C: -2; D: 2; E: -25; F: 0.1; G: 14; H: -16; I: 32

> CC(NC(=O)C1CSC2(C)CCC(=O)N12)c1ccccc1Cl (stereo not drawn)
  A: -10; B: -3; C: -3; D: -12; E: -8; F: 0.7; G: 1; H: 2; I: -11

> Cn1c(=N)n(CC(=O)c2ccc(F)cc2)c2ccccc21
  A: -5; B: -14; C: -6; D: -12; E: -5; F: -0.7; G: -1; H: -27; I: -10

> CCCN(C(=O)c1ccccc1N)c1c(C)n(C)n(-c2ccccc2)c1=O
  A: 6; B: -8; C: 4; D: -4; E: 17; F: -0.3; G: 2; H: -18; I: -10

> COc1cc(C(=O)OCc2ccc(C)cc2)cc(NC(=O)c2cccs2)c1OC
  A: -4; B: -6; C: -5; D: -2; E: -7; F: 0.1; G: 3; H: -19; I: -8

> COc1cccc(C(=O)NC2CC3CCCC(C2)N3Cc2ccc(F)cc2)c1 (stereo not drawn)
  A: 1; B: x; C: -9; D: 16; E: -3; F: 0.6; G: 1; H: x; I: -35

> Cc1[nH]c(=O)[nH]c(=O)c1NC(=O)c1sc2nc3c(C)cccc3cc2c1N
  A: 11; B: -7; C: -4; D: -7; E: 1; F: 0.3; G: -1; H: 7; I: -3

> S=C(NCCc1ccccc1)NC1CC2CCC(C1)N2Cc1ccccc1 (stereo not drawn)
  A: 10; B: -18; C: -13; D: 7; E: 3; F: 8.4; G: 17; H: -13; I: -9

> CCCCN(C)C(=O)Cc1c(OC)ccc2cc(Br)ccc12
  A: 14; B: 0; C: -14; D: 2; E: -6; F: -0.4; G: -1; H: -12; I: -8

> CSc1ncccc1C(=O)OC(C)C(=O)Nc1cccc(S(=O)(=O)N2CCOCC2)c1 (stereo not drawn)
  A: -4; B: -5; C: -2; D: -4; E: 2; F: 1.7; G: 1; H: -15; I: -7

> Cc1ccc(C)c(S(=O)(=O)N2CCN(C(=O)Cc3ccccc3)CC2)c1
  A: 7; B: -7; C: -7; D: -10; E: -11; F: 1.0; G: 9; H: -6; I: -14

> Cc1cc(NS(=O)(=O)c2ccc(NC(=O)COc3ccccc3C(C)C)cc2)no1
  A: 2; B: -4; C: -8; D: -16; E: 21; F: -0.5; G: -2; H: -2; I: -21

> COc1cc(OC)c(NC(=O)[C@@H]2CCC(=O)N2C2OC(=O)c3c2ccc(OC)c3OC)cc1Cl (stereo partly drawn)
  A: 4; B: -2; C: -3; D: -9; E: 14; F: 0.1; G: -1; H: -12; I: -16

> CC(C)c1cc(C(F)(F)F)nc(NNc2nc(C(C)C)cc(C(F)(F)F)n2)n1
  A: 8; B: x; C: -4; D: -6; E: -9; F: 0.0; G: -2; H: x; I: 7

> CC(C)N(C(=O)CSc1nnnn1C1CCCC1)C(C)C
  A: -7; B: -6; C: -9; D: 7; E: 1; F: 0.0; G: 0; H: -6; I: -6

> Cc1cccc(S(=O)(=O)NC(=O)C2(C)CCN2C(=O)c2ccccc2CCc2ccccc2)c1 (stereo not drawn)
  A: -10; B: x; C: -3; D: -1; E: 3; F: 0.4; G: 3; H: x; I: 1

> CC1(C)CC(=O)C2=C(C1)OC(c1cccs1)C(C#N)=C2N (stereo not drawn)
  A: 12; B: 2; C: -5; D: -15; E: -8; F: 0.0; G: 4; H: -11; I: -4

> c1ccc(CSc2cc3ccccc3[nH]2)cc1
  A: -2; B: -12; C: -7; D: 4; E: -1; F: 0.3; G: -2; H: -16; I: 15

> Cc1c(OCc2ccc(C(=O)O)o2)ccc2c3c(c(=O)oc12)CCC3
  A: 10; B: -3; C: -3; D: -3; E: -6; F: 0.0; G: 12; H: -5; I: -4

> CCc1ccc(-c2nc(CS(=O)CC(=O)NCCCN3CCOCC3)c(C)o2)cc1 (stereo not drawn)
  A: 12; B: -4; C: -4; D: -9; E: -5; F: 0.9; G: 0; H: -13; I: -9

> COc1cn(-c2ccccc2)nc1C(=O)OCC(=O)Nc1ccc(C)c(C)c1
  A: 4; B: 3; C: 1; D: -18; E: -10; F: 0.1; G: 6; H: -8; I: 3

> CCSC1=N/C(=C\c2ccc(OC)cc2)C(=O)N1
  A: 22; B: 1; C: -11; D: -15; E: -5; F: 0.3; G: 1; H: 4; I: -24

Taken from above.
CC(C)N(C(=O)CSc1nnnn1C1CCCC1)C(C)C @ TAAR1 agonist = 0
c1ccc(CSc2cc3ccccc3[nH]2)cc1 @ CHO parental Ca = -16
